# Screening data from PubChem.
# TDP2 absorb = human TDP2 enzyme inhibitors, primary screen, biochemical, epi absorbance, recombinant enzyme | T5PNP hydrolysis, p-nitrophenol absorbance 415 nm | hit rate 0.34% among 370,000 | inhibition, % at 12.8 µM | Tyrosyl-DNA phosphodiesterase 2 (Homo sapiens), O95551 | AID 720702, 2013;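 active = inhibition above the mean of all tested compounds plus 3 SD, set per campaign, cut at about 25% in these data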;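 also: 0% = DMSO with enzyme and 100% = buffer with substrate but no TDP2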
#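 Material: recombinant human TDP2; quantity: TDP2 enzyme at 120 nM final; medium: Tris-HCl pH 7.5 with MgCl2; compound: single concentration, 12.8 µM nominal, with 1% DMSO; incubation: 2 h enzyme incubation at 37 °C; signal: epi absorbance; measure: percent inhibition; benchmarks: high control without enzyme, low control DMSO plus TDP2; repeats: singlicate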
# Tn7 DDE FP = inhibitors of Tn7 peptide binding to fibrin DD(E), primary screen, biochemical, fluorescence polarization, human fibrin, Tn7 probe | Fibrinogen beta chain (Homo sapiens), P02675 | inhibition, % at 8.3 µM | hit rate 0.13% among 370,000 | FP displacement of FITC-Tn7 peptide from fibrin DD(E); 0% = median of compound wells per plate;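 active = inhibition above the mean of compounds falling within the control limits plus 3 SD of them, cut at about 14% in these data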;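 also: 0% = plate median of compound wells and 100% = 10 µM Aha-Tn7 peptide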
#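 assay system = human clot-derived fibrin DD(E) complex | quantity = Fibrin-DD(E) at 2 µM final | timing = 10 min preincubation, 3 h with tracer, room temperature | signal = fluorescence polarization | measure = percent inhibition | benchmarks = high control wells with 10 µM unlabelled Aha-Tn7 peptide (full inhibition) | replicates = singlicate testing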
# LEDGF integ inh = blockers of LEDGF/p75-dependent integrase strand transfer – biochemical, TR-FRET, high throughput, primary screen; AID 743269, 2014; HIV-1 integrase (with human LEDGF/p75); hit rate 0.64% among 370,000; TR-FRET IN-LEDGF/p75 DNA integration, Eu/Cy5; inhibition, % at 3.7 µM;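 active = inhibition above the screen-wide mean plus 3 SD, cut at about 13% in these data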;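 also: signal is the Cy5 over europium emission ratio at 671 and 618 nm; 0% = plate median of compound wells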
# TCR CD3 inh = inhibitors of human TCR-CD3 interaction, primary screen, biochemical, fluorescence, TAMRA-labeled TCR probe; inhibition, % at 9.4 µM; hit rate 0.37% among 360,000; in the data active = inhibition above about 19%;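 also: recombinant mutant TCR 2C K166C tagged with TAMRA read by polarization; 0% = receptor in buffer alone and 100% = receptor with positive control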
# PRMT1 FP inh = PRMT1 methyltransferase inhibitors, primary screen, biochemical, fluorescence polarization. Protein arginine N-methyltransferase 1 (Homo sapiens), Q99873. recombinant PRMT1, activity-based probe fluorescence polarization. inhibition, % at 2.79 µM. hit rate 1.3% among 370,000. AID 652257, 2013;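 active = inhibition above about 21% made by adding two undisclosed values, limit read from the data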
# Target sequence (Q99873 whole entry, looked up): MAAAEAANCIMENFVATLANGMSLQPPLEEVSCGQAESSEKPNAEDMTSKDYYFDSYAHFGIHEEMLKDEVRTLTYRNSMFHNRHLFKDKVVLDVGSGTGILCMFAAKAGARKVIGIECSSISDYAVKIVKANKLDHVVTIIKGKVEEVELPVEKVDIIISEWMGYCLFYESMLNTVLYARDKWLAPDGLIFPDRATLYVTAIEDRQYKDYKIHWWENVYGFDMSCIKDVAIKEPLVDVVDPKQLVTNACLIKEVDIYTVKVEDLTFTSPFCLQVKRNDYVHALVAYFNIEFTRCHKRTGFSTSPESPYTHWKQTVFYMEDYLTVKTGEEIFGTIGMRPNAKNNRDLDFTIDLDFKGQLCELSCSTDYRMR
# UHRF1 MBD2 ctr = UHRF1 methylated DNA binding inhibitors, primary screen, counter-screen for MBD2 inhibitor project, biochemical, TR-FRET, human UHRF1, single concentration | UHRF1 binding to methylated oligo | inhibition, % at 4.4 µM | hit rate 0.75% among 370,000 | AID 687016, 2013; in the data active = inhibition above about 21%;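 also: UHRF1 SRA domain binding a hemimethylated CpG hairpin DNA probe; 0% = median of test compound wells and 100% = reference inhibitor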
# HTRA1 inhibitor = HTRA1 serine protease inhibitors, primary screen, biochemical, fluorescence polarization, HTS. inhibition, % at 5.96 µM. recombinant HTRA1, FP-rhodamine activity-based probe. Q92743. hit rate 0.5% among 340,000; in the data active = inhibition above about 36%;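 also: 0% = enzyme with DMSO and 100% = wells lacking enzyme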
# ABHD4 inh = ABHD4 inhibitors, primary screen, biochemical, fluorescence polarization, mouse | inhibition, % at 8.92 µM | hit rate 0.54% among 370,000 | purified mABHD4, FP-Rh probe fluorescence polarization;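 active = inhibition exceeding the mean over every tested compound plus 3 SD, cut at about 30% in these data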;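 also: 0% = plate median of compound wells and 100% = S159A mutant with DMSO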
#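 Assay system: wild-type mouse ABHD4 protein; compound: single nominal dose of 8.92 µM, 0.89% DMSO final; schedule: 45 min + 60 min at 25 °C; measured by: FP readout, ex 525 nm / em 598 nm; evaluation: % inhibition of FP-Rh probe binding versus controls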
# SIAE inh = human SIAE inhibitors, primary screen, biochemical, fluorescence polarization, FP-Rh probe, 1536-well HTS | Sialate O-acetylesterase (Homo sapiens), Q9HAT2 | SIAE FP-Rh probe binding | inhibition, % at 9.66 µM | hit rate 0.69% among 370,000 | AID 1053197, 2014;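 active = inhibition above a cutoff: mean of compounds within the control limits plus 3 SD of those, cut at about 17% in these data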;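 also: 0% = plate median of compound wells and 100% = probe without SIAE protein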
# Target sequence (Q9HAT2 whole entry, looked up): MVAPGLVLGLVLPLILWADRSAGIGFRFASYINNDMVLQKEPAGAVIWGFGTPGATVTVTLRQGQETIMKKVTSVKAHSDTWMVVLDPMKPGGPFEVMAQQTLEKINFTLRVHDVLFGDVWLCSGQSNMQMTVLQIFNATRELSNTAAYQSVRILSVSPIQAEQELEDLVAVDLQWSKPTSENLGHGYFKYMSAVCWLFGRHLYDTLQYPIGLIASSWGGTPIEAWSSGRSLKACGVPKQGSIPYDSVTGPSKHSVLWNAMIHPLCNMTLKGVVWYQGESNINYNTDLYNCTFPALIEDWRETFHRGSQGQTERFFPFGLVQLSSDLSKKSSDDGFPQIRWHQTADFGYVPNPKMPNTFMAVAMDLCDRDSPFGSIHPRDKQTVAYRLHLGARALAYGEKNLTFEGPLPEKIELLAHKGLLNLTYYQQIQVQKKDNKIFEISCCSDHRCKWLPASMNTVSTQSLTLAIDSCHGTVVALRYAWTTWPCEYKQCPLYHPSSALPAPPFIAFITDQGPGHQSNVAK
# PG9 binder = binders of HIV-1 gp120 antibody PG9, primary screen, biochemical, TR-FRET; TR-FRET gp120-PG9 antibody binding; inhibition, % at 6.7 µM; hit rate 0.43% among 360,000; in the data active = inhibition above about 8.5%
# * marks the source's active call; other numbers are inactive results; x = not tested or not shown.
SMILES,TDP2 absorb,Tn7 DDE FP,LEDGF integ inh,TCR CD3 inh,PRMT1 FP inh,UHRF1 MBD2 ctr,HTRA1 inhibitor,ABHD4 inh,SIAE inh,PG9 binder
CC(C)(C)OC(=O)N(CCc1ccccc1)Cc1cccc(OCc2cccc(NC(=O)C3CCC3)c2)c1,-5,-4,8,-4,-1,-1,-35,-28,-12,0.0
CC(=O)Nc1ccc(NCc2cccs2)cc1,1,-1,3,-6,3,0,14,5,6,-1.9
CN(C)c1ccc(NC(=O)NC2CCCCN(Cc3cccc(Cl)c3)C2=O)cc1 (configuration not stated),2,-5,1,x,1,-5,x,11,-10,x
C=CC[C@@H](CC(=O)N(CCO)Cc1ccccc1)C(=O)N[C@@H](COC(=O)[C@@H](CC=C)CC(=O)OC(C)(C)C)Cc1c[nH]c2ccccc12,-32,-2,1,5,-1,-3,-33,-21,-1,0.6
COc1ccc(CCNC(=O)CCN2C(=O)c3cccc4cccc(c34)C2=O)cc1OC,0,-4,1,-3,0,0,5,-4,6,-0.7
CC(=O)N1c2ccccc2CCc2ccc([N+](=O)[O-])cc21,-5,-3,-5,1,4,1,6,1,-8,3.1
CCc1c(C)nc2cc(-c3ccc(OC)c(OC)c3)nn2c1N1CCCC1,0,3,-2,9,-1,3,-29,6,2,0.0
COc1ccc(/C(N)=N/OC(=O)c2cc(-c3ccccc3)nc3ccccc23)cc1,0,1,1,1,3,-1,5,-1,4,1.5
CNCCCNC(=O)c1ccc(/C=N/O)nc1,12,6,-3,2,3,-3,-7,3,12,0.4
COc1ccc(C(NC(=O)C2CCN(CCCc3ccccc3)CC2)c2cccs2)cc1 (configuration not stated),6,4,-2,-10,1,4,x,1,3,-1.3
COc1ccc(CCNC(=O)c2ccc(-c3cccc([N+](=O)[O-])c3)o2)cc1OC,2,3,-3,3,-1,-2,-15,-5,7,-0.5
O=C(CSc1nc2[nH]ncc2c(=O)n1-c1ccccc1)c1ccc2c(c1)OCCO2,-6,-3,1,8,-4,0,-8,-1,-23,1.1
C[C@H]1COc2c3ccc(I)cc3nn21,9,-5,-2,x,1,5,x,-1,3,x
Cc1cccc(C(=O)N2CCC(=O)N([C@H](COCc3ccccc3)Cc3ccccc3)CC2)c1,2,4,-2,-9,0,2,x,4,-1,0.1
CC(C)N=C1NN=C(c2ccc(Cl)c(Cl)c2)CS1,4,4,-1,-6,6,-4,x,17,2,-1.4
Cc1ccc(S(=O)(=O)NC(=NCc2ccccc2)c2ccc(F)cc2)cc1,5,1,2,-1,0,0,-6,6,0,-2.7
O=C1CS/C(=N/N=C2CCCC2)N1,9,-5,0,4,-1,2,5,-2,4,-2.5
Cc1ccc(N=C2NC(=O)C(CO)(CO)S2)cc1,-8,6,-6,-12,10,3,7,-1,2,-1.7
CCOC(=O)C1=C(C(=O)OCC)N(CC)CCC1=O,13,9,0,3,0,-2,6,5,4,-0.1
O=C(CN1C(=O)NC2(CCCC2)C1=O)Nc1nc(-c2ccccc2)cs1,1,5,-1,-3,-1,7,-6,0,5,1.4
Cc1ccc(S(=O)(=O)NNC(=O)C2COc3ccccc3O2)cc1C (configuration not stated),9,2,-2,3,1,5,9,3,-1,-1.0
Cc1cccc(C)c1NC(=O)Cn1nnc(-c2ccncc2)n1,-8,6,1,x,0,-3,x,4,1,x
COCCn1c(SCC(=O)N2CCCC2)nc2c([nH]c3ccccc32)c1=O,1,-4,2,4,-1,-2,-2,-2,-4,-2.1
O=C(Nc1ccc(C(=O)Oc2ccccc2)c(O)c1)c1ccco1,-2,-6,0,6,-3,0,-35,-30,-19,-1.4
COC(=O)c1ccc(COc2ccc(Cl)cc2)o1,15,0,4,8,-4,10,-4,-1,0,-0.7
Cc1ccc(C)c(-c2nc3cc(N)ccc3o2)c1,-4,4,-3,-5,-1,-3,2,-1,2,4.5
CCOC(=O)c1cc(-c2csc(COc3ccc(Cl)cc3)n2)on1,-1,3,2,-4,0,1,6,1,5,0.9
O=C(C[n+]1cccc(CNC(=O)c2ccc(OC(F)F)cc2)c1)Nc1cc(C(F)(F)F)ccc1Cl,-12,5,-4,1,-1,1,-1,6,-11,0.0
COc1ccc(CN2C(=NC(=O)c3ccccc3)SC3CS(=O)(=O)CC32)cc1 (configuration not stated),-1,1,2,-3,-6,4,-2,-15,-6,0.6
Cc1ccc(-c2csc(NC(=O)c3c(C)noc3C)n2)cc1,4,-10,3,-2,-4,-1,-17,-12,-4,-1.4
Cc1ccc(NC(=O)Cn2nnc(C(=O)Nc3ccc(F)c(Cl)c3)c2N)cc1,15,-1,2,-1,-2,-2,-5,-4,-33,-1.4
O=C(COC(=O)c1cccc(N2C(=O)C3CC=CCC3C2=O)c1)c1ccccc1 (configuration not stated),-3,5,3,-1,4,1,-5,-5,-3,-0.9
O=c1ccn2c(n1)SC(c1ccccc1)C2 (configuration not stated),-9,-2,2,0,-2,-4,-1,-4,-3,0.5
COc1ccc(N2CCN(C(=O)COC(=O)CNC(=O)c3ccccc3)CC2)cc1,-7,-2,3,-2,-2,3,5,4,5,-3.0
COc1ccc(/C=C/c2nnc(NC(=O)COc3ccc(C)cc3)s2)cc1,-1,3,-1,2,-2,0,-6,6,7,2.6
Cc1ccc(C(c2nnnn2C2CCCC2)N2c3ccccc3CC2C)cc1 (configuration not stated),-5,1,-4,-1,0,3,-8,5,3,0.6
Cc1ccccc1NC1=CC(=O)CC(C)(C)C1,5,-1,1,-4,0,6,-1,2,1,1.3
O=C(O)/C(=C\c1ccccc1Cl)c1ccc(S(=O)(=O)N2CCCCC2)s1,13,0,1,-1,1,2,-12,8,-4,-4.0
CCC[C@@H](CN1CCC[C@H]1CN1C(N)=NC[C@H]1CC(C)C)N1C[C@@H]([C@H](C)CC)N(CCc2ccc(Cl)c(Cl)c2)C1=N,-9,-4,-1,-3,-1,1,-1,38*,6,-2.6
CCOc1cc(C)c(C(C)C)cc1S(=O)(=O)N1CC(C)OC(C)C1 (configuration not stated),0,-5,-3,0,2,2,-6,1,-7,-2.0
CC(Nc1cc(N2CCN(S(=O)(=O)N(C)C)CC2)ccc1[N+](=O)[O-])c1ccccc1 (configuration not stated),4,-10,0,0,-1,-3,-4,2,-7,-1.1
CCOC(=O)N1CCN(C(=O)c2cccc(N3C(=O)NC4CC3(C)Oc3ccccc34)c2)CC1 (configuration not stated),21,-7,3,1,-3,1,-4,0,13,-0.8
CCOc1ccc(NC(=O)c2nn(C)c(C(=O)Nc3ccc(OCC)cc3)c2[N+](=O)[O-])cc1,1,-2,6,-2,-3,-4,6,1,0,-0.4
CCCc1ccc2ccc3ccccc3c2n1,-2,-7,4,2,1,-2,x,0,1,-0.4
CC(=O)Nc1cc(-c2cccc(C(=O)NCCO)c2)cn2c(-c3ccc(F)cc3)cnc12,-1,-4,-3,-2,2,-3,x,-9,0,-1.3
O=[N+]([O-])c1cccc(-c2csc(CS(=O)(=O)Cc3ccco3)n2)c1,11,1,-1,1,-3,-1,x,-2,4,-1.9
Cc1noc(C)c1C(=O)NCCc1ccc(S(N)(=O)=O)cc1,-8,1,-1,3,2,-2,-1,6,-4,-1.7
COCc1cc(C)nc(NC2CCCCC2)c1C#N,-2,3,2,0,1,1,-6,7,-6,2.3

# An excerpt of these results, with values under each structure:
# Values run as follows: TDP2 absorb	Tn7 DDE FP	LEDGF integ inh	TCR CD3 inh	PRMT1 FP inh	UHRF1 MBD2 ctr	HTRA1 inhibitor	ABHD4 inh	SIAE inh	PG9 binder
CCCc1ccc2ccc3ccccc3c2n1
    -2	-7	4	2	1	-2	x	0	1	-0.4
Cc1noc(C)c1C(=O)NCCc1ccc(S(N)(=O)=O)cc1
    -8	1	-1	3	2	-2	-1	6	-4	-1.7
O=C(O)/C(=C\c1ccccc1Cl)c1ccc(S(=O)(=O)N2CCCCC2)s1
    13	0	1	-1	1	2	-12	8	-4	-4.0

# Next records:
SMILES,TDP2 absorb,Tn7 DDE FP,LEDGF integ inh,TCR CD3 inh,PRMT1 FP inh,UHRF1 MBD2 ctr,HTRA1 inhibitor,ABHD4 inh,SIAE inh,PG9 binder
NS(=O)(=O)c1ccc(NC(=O)COC(=O)c2cn(-c3ccccc3)nc2-c2ccccc2)cc1,8,8,-3,9,0,-2,-21,-31,-32,0.0
COc1cccc2cc(C(=O)Nc3ccccc3C)/c(=N/NS(=O)(=O)c3ccccc3)oc12,1,-1,0,2,-4,0,-1,-1,-7,-0.4
C[C@H](CO)NC(=O)c1[nH]cnc1C(=O)Nc1ccc(CNC(=O)OC(C)(C)C)cc1,-5,-4,1,-3,-1,0,-1,-1,0,-2.2
CC1(C)CC(=O)CC(=Nc2ccc(C(=O)O)cc2)C1,-11,-4,-1,-3,0,-4,-4,4,-4,-1.3
O=S(=O)(c1cc(F)ccc1F)N1CCN2CCCC2C1 (configuration not stated),-8,1,-1,-1,-1,0,-2,-4,2,-0.9
C=CC[C@H](CC(=O)N(CCO)Cc1ccccc1)C(=O)NCCOC(=O)[C@@H](CC=C)Cc1ccc(F)cc1,-4,2,-2,1,-2,0,-11,-3,2,-0.4
CCc1nnc(NC(=O)c2cc(S(=O)(=O)N3CCCCC3)ccc2C)s1,-4,-1,5,0,-3,0,-5,0,-3,-0.8
COCC(=O)Nc1cc(C)c2c(=O)oc3ccccc3c2n1,-8,-4,0,0,-4,1,7,-1,-13,0.4
Cc1ccc(S(=O)(=O)Cc2ccc(C(=O)N3CCN(c4ccccn4)CC3)o2)cc1,-1,-2,-1,-4,7,-1,6,2,-9,-0.9
Cc1ccnc(NC(=O)CCC(=O)N(CC(=O)NCCc2ccccc2)Cc2cccs2)c1,4,-7,-5,-6,9,2,-3,-1,-2,-2.1
CC(=O)Nc1ccc(Nc2cc(C)nc3c(-c4ccccc4)cnn23)cc1,7,0,0,2,3,-2,3,-5,10,-1.8
O=C(Cc1ccccc1F)NCC(c1ccco1)N1CCCCC1 (configuration not stated),-4,6,2,8,-3,-2,4,-4,-1,-0.1
COc1ccc(-n2ncc(C(C)NS(=O)(=O)c3cc(F)ccc3C)c2C)cc1 (configuration not stated),-7,5,0,-4,5,-1,-3,-1,4,-3.7
COCCNc1nc(SCc2ccccc2)nc2sc3c(c12)CCC3,-4,-4,0,2,1,-2,-10,-5,3,0.5
